Screens as filed in PubChem.
SIRT5 block: sirtuin-5 (human) deacylase inhibition. actives 1.1% (n = 330,000). Q9NXA8. inhibition, % at 15 µM. Purified SirT5, succinyl-peptide AMC, trypsin-coupled fluorescence; in the data active = inhibition above about 15%
Cneo AK release: causes C. neoformans cell lysis; adenylate kinase release luminescence, 4 h; normalised: neutral wells 0, clomiphene wells 100; lysis activity, % at 15 µM; actives 0.2% (n = 360,000);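 active = mean lysis activity across replicates of at least 80%, whatever share of replicates individually reach that level; inactive = mean lysis activity below 80%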
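Assay system: C. neoformans cells. Amount: yeast cell density of 5 × 10^6 cells/mL. Technique: AK luminescence. Buffer or medium: YPD. Times: static 4 h at 37 °C with compound, 1 h detection. Dosing: single-point compound dose. Read-out: lysis from increased AK signal.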
Xi reactivation: reactivates the inactive X chromosome in mouse fibroblasts; activation, % at 7.58 µM; actives 0.055% (n = 360,000); AID 743238; XiGFP mouse fibroblasts, % GFP-positive cells imaging, 3 d; cells co-treated with 5-aza-dC sensitizer; scaled so ellipticine positive control = 100%;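 active = mean normalized replicate activation at least 10% and every replicate at or above 10%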;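 note: 0% = median of on-plate neutral control wells and 100% = ellipticine 6 µM median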
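System: XiGFP fibroblasts, SV40-immortalized. Medium: DMEM plus 5-aza-dC sensitizer. Doses: single point. Timing: 3 d treatment, 15 min room-temperature fixation. Control set: ellipticine 6 µM.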
ERAP1 inh: ERAP1 (human) enzyme inhibition. recombinant ERAP1, Leu-AMC fluorescence, 60 min. actives 0.15% (n = 340,000). inhibition, % at 10.7 µM;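 active = mean replicate inhibition of at least 30%, or all replicates individually reaching that 30% level; inactive = mean below 30% and not every replicate reaching it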;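 note: 0% = neutral control wells and 100% = L-leucinethiol positive control wells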
Target sequence (Q9NZ08 whole entry, looked up): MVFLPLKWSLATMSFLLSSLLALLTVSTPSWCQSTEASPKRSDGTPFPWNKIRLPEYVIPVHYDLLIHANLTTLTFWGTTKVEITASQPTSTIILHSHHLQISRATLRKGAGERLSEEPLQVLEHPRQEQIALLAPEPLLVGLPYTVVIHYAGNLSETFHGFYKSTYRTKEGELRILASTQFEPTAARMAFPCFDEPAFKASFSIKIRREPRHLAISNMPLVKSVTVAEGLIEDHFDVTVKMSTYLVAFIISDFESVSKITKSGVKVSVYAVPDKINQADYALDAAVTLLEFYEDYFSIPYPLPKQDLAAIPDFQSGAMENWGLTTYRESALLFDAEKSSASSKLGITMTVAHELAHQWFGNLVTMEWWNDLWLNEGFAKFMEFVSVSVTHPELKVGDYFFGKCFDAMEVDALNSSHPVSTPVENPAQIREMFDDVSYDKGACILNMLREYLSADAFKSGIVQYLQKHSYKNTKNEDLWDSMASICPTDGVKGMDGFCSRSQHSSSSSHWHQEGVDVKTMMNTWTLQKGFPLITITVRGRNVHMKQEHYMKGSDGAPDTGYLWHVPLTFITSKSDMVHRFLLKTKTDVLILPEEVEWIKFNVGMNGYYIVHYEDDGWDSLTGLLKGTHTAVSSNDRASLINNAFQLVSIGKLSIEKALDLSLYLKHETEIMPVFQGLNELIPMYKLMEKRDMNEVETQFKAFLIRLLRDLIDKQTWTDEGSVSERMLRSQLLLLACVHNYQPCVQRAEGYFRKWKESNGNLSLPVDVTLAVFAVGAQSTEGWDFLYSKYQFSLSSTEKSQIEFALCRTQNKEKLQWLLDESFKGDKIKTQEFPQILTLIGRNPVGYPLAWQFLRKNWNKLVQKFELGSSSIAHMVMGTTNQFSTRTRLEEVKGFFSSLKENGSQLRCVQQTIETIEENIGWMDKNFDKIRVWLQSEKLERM
Statin myotox sup: suppressors of simvastatin-induced myotoxicity in C2C12 myotubes; ATP luminescence, 48 h; scaled: DMSO 0, geranylgeraniol control 100; rescue of ATP level, % at 7.49 µM; actives 0.78% (n = 330,000); AID 602340;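 active = mean ATP rescue above about 67%, or every replicate alone reaching that limit, limit read from the data, passing the limit was not always enough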;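 note: myotubes were challenged with 10 µM simvastatin during compound exposure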
LGR2 antag: Drosophila LGR2 receptor signaling inhibition | HEK293 LGR2, CRE-luciferase, bursicon-stimulated, 4 h | inhibition, % at 9.99 µM | actives 0.35% (n = 380,000) | AID 720647;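 active = drop in luminescence signal, shown as inhibition above about 50% in the replicate tests, limit read from the data, passing the limit was not always enough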;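 note: agonist challenge used bursicon conditioned medium at about half maximal strength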
PGC1a acetyl inh: modulators of PGC1a acetylation. U2OS PGC1a acetylation, AlphaScreen anti-acetyl-lysine; with virally co-expressed GCN5 acetyltransferase. actives 0.17% (n = 350,000). AID 651687. inhibition, % at 15.6 µM;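 active = every replicate shows inhibition of at least 40%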;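 note: 0% = neutral control wells and 100% = positive control wells; some results beyond the cut were filed as inactive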
S100A4 inh HTS: S100A4-myosin IIA interaction inhibition | AID 652163 | inhibition, % at 10.7 µM | S100A4/TAMRA-MyoIIA peptide fluorescence polarization | actives 0.14% (n = 360,000);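 active = mean inhibition of at least 70% across replicates, with every replicate also reaching that level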
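Test system: S100A4 monomer protein. Medium: HEPES buffer with Ca2+, pH 7.2. Reagent: fluorescent myosin IIA peptide, 5 nM. Compound dosing: single-point compound testing. Timing: 5 min between mix addition and reading. Benchmarks: DMSO neutral and TFP positive wells.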
An asterisk follows results filed as active; . = no result given. Only part of the results is shown (hit frequency here may not be typical).

Start of the data: the first six records, to show the layout:
SMILES	SIRT5 block	Cneo AK release	Xi reactivation	ERAP1 inh	Statin myotox sup	LGR2 antag	PGC1a acetyl inh	S100A4 inh HTS
Cc1cccc(Nc2n[nH]c(=S)s2)c1C	1	.	.	8	.	11	9	2
CC1CC(C)(C)CC2(C1)NC(=O)N(CC(=O)OCc1ccc(Br)cc1)C2=O (stereo unspecified)	-3	0	0.6	-1	-5	-2	-3	1
C[C@H]1CN([C@@H](C)CO)C(=O)Cc2cc(NC(=O)CCN3CCOCC3)ccc2O[C@@H]1CN(C)Cc1ccccc1	5	-2	-1.2	2	-1	5	.	0
O=C(CN(Cc1ccc2c(c1)OCO2)C(=O)CNS(=O)(=O)c1ccccc1)NCC1CCCO1 (stereo unspecified)	.	-1	.	.	-2	10	5	.
CC(=O)NC(c1cccc(F)c1)c1nc(-c2ccc(N(C)C)cc2)cs1 (stereo unspecified)	2	0	-0.1	3	-2	-7	.	7
CC(=O)Nc1ccc(C#Cc2ccc(NC(C)=O)cc2)cc1	.	-1	.	.	-1	-25	-2	.

The list itself, from the first entry:
SMILES	SIRT5 block	Cneo AK release	Xi reactivation	ERAP1 inh	Statin myotox sup	LGR2 antag	PGC1a acetyl inh	S100A4 inh HTS
Cc1cccc(Nc2n[nH]c(=S)s2)c1C	1	.	.	8	.	11	9	2
CC1CC(C)(C)CC2(C1)NC(=O)N(CC(=O)OCc1ccc(Br)cc1)C2=O (stereo unspecified)	-3	0	0.6	-1	-5	-2	-3	1
C[C@H]1CN([C@@H](C)CO)C(=O)Cc2cc(NC(=O)CCN3CCOCC3)ccc2O[C@@H]1CN(C)Cc1ccccc1	5	-2	-1.2	2	-1	5	.	0
O=C(CN(Cc1ccc2c(c1)OCO2)C(=O)CNS(=O)(=O)c1ccccc1)NCC1CCCO1 (stereo unspecified)	.	-1	.	.	-2	10	5	.
CC(=O)NC(c1cccc(F)c1)c1nc(-c2ccc(N(C)C)cc2)cs1 (stereo unspecified)	2	0	-0.1	3	-2	-7	.	7
CC(=O)Nc1ccc(C#Cc2ccc(NC(C)=O)cc2)cc1	.	-1	.	.	-1	-25	-2	.
COc1ccc(NC(=O)N(C)C[C@H]2Oc3c(NC(=O)C4CCCCC4)cccc3C(=O)N([C@@H](C)CO)C[C@@H]2C)cc1	2	-6	0.1	0	12	7	-3	2
CCN(C(=O)c1cc2c(=O)[nH]c3ccc(C)cc3c2s1)c1ccc(OC)cc1	2	-2	0.0	0	-109	-15	-9	-7
COc1ccc(C(C)=O)cc1COc1ncnc2ccccc12	0	.	0.0	5	.	2	.	-1
COc1cccc(C(=O)Nc2ccc3c(c2)OC[C@H](C)N(C)C[C@H](C)[C@@H](OC)CN(C)C3=O)c1	4	.	-0.1	-6	.	-6	5	-14
O=c1[nH]c2ccccc2cc1CN(Cc1cccnc1)S(=O)(=O)c1ccc([N+](=O)[O-])cc1	4	0	-0.1	0	3	3	-6	-3
Cn1c(N)c(C(=O)COC(=O)Cc2ccc(Cl)c(Cl)c2)c(=O)n(C)c1=O	1	-5	1.5	2	1	5	-2	0
CS(=O)(=O)N1CCC(Oc2ccccc2C(=O)NCCCc2cccnc2)CC1	-3	.	0.2	-2	.	-19	1	1
CCOc1ccc(N(CC(=O)Nc2cccnc2)S(C)(=O)=O)cc1	1	.	0.0	0	.	.	.	0
O=C(CSc1nc2ccccc2o1)Nc1ccccc1N1CCOCC1	.	12	.	.	0	15	-17	.
COc1ccc(C(C(=O)NCCC(C)C)N(CCN2CCOCC2)C(=O)Cn2nnc3ccccc32)c(OC)c1 (stereo unspecified)	-1	.	0.2	-2	-3	-1	15	-5
Cc1ccc(/C([O-])=C(/C(=S)NCc2ccc3c(c2)OCO3)[n+]2ccc(N(C)C)cc2)c(C)c1	0	.	-0.1	-2	.	-17	-10	-6
Cc1ccccc1NC(=O)CCC(=O)N/N=C/c1ccncc1	0	-1	1.9	-2	1	3	0	3
CC(C)(CNc1ccc([N+](=O)[O-])cc1C#N)N1CCOCC1	-3	-4	-0.1	1	8	-10	-2	-4
COc1ccccc1Nc1nnc(SCC2CCCCO2)s1 (stereo unspecified)	-2	.	0.1	0	.	36	.	7
COc1ccc(NS(=O)(=O)c2cccc(C(=O)N/N=C/c3ccc(O)cc3)c2)cc1	-1	0	-0.2	-1	-6	-2	-11	4
CC(C)(O)c1cn([C@@H]2C[C@@H]3O[C@@H](CO)CC[C@@H]3O[C@@H]2CCc2ccc(-c3ccncc3)cc2)nn1	1	.	.	-1	.	.	-2	-7
Cc1ccc(C(=O)CCS(=O)(=O)c2ccc(Cl)cc2)cc1	-1	-1	1.1	-2	-4	4	.	3
CN1C[C@@H]2[C@H](c3ccccc31)[C@H](CO)N2C(=O)C1CCCC1	.	-4	0.1	.	-98	4	5	.
COc1ccc(CNC(=O)C[C@@H]2CC[C@@H]3[C@H](COc4ccc(NC(=O)C(C)C)cc4C(=O)N3C)O2)cc1	.	.	0.0	.	-9	-13	6	.
Following part:
SMILES	SIRT5 block	Cneo AK release	Xi reactivation	ERAP1 inh	Statin myotox sup	LGR2 antag	PGC1a acetyl inh	S100A4 inh HTS
Cn1nnc(NC(=S)NC(=O)c2cc3ccccc3o2)n1	-9	4	-0.1	0	-10	-24	3	2
Cc1noc(C)c1NC(=O)N(C)C[C@@H]1Oc2c(NC(=O)c3ccc(-c4nccs4)cc3)cccc2C(=O)N([C@@H](C)CO)C[C@@H]1C	0	0	-0.4	-1	-29	-1	1	-19
Cc1ccc(S(=O)(=O)Nc2ccc3c(c2)CC(=O)N([C@@H](C)CO)C[C@H](C)[C@H](CN(C)Cc2ccc(-c4ccccc4)cc2)O3)cc1	18*	1	-0.8	-2	16	13	0	21
CN(C)C(=O)c1cc2c(c(-c3cccc(C4=CCCC4)c3)n1)[C@@H](CCO)N([S@](=O)C(C)(C)C)C2	-3	-2	0.0	-1	0	-2	-1	-19
O=C(CCc1c[nH]c2ccccc12)OCC(=O)c1ccccc1	.	1	0.1	5	2	-1	15	3
C/C(CC(=O)Nc1ccc2c(c1)OCO2)=N\NC(=O)C(c1ccccc1)c1ccccc1	-6	-1	0.0	2	13	-7	-16	-3
C[C@@H]1CN(C(=O)c2nc3ccc(Cl)cn3c2CN(C)CCc2cnn(C)c2)C[C@H](C)O1	-4	1	0.2	2	-1	9	0	0
CCOC(=O)CC/C(C)=N\N=C1\SC(CC(=O)O)C(=O)N1c1ccccc1 (stereo unspecified)	8	.	0.0	-1	-4	-9	34	10
CS(=O)(=O)NCc1ccc(C(=O)NCc2ccccc2)cc1	.	-4	.	.	7	4	10	-5
COc1ccc(NC(=O)Nc2ccc3c(c2)C(=O)N([C@H](C)CO)C[C@@H](C)[C@@H](CN(C)CC2CCCCC2)OCCCC[C@@H](C)O3)cc1	-5	2	-0.1	0	-351	-9	-3	22
COCCNC(=O)C[C@H]1C[C@@H]2c3cc(NC(=O)COC)ccc3O[C@@H]2[C@@H](CO)O1	3	2	0.0	0	-3	16	17	2
COc1ccc(S(=O)(=O)N2CCOCC2)cc1NC(=O)CSc1nnc2n1CCCCC2	15	5	0.0	0	3	-20	0	-1
C/C=C/c1ccccc1[C@H]1[C@@H](C#N)N(S(=O)(=O)c2cccc(F)c2)[C@H]1CO	4	.	0.0	-1	.	0	-1	-3
Cc1ccc(NC(=O)c2cccnc2C(=O)Nc2ccc(C)cc2)cc1	1	.	0.0	-4	.	19	.	-1
CC(=O)OCC(=O)Nc1c(C)cccc1C	-1	.	0.4	-1	.	11	-1	-2
O=C(CN1C(=O)COc2ccc(Cl)cc21)Nc1nccs1	-10	-1	0.4	4	2	12	.	-3
COc1ccc(CN(C)C[C@H]2Oc3ccc(NC(=O)Cn4cnnn4)cc3C(=O)N([C@H](C)CO)C[C@@H]2C)cc1	0	-3	0.4	1	6	3	5	5
O=C(CSc1nnc(C2CC2)n1-c1ccccc1)N1CCNC1=O	1	0	-0.3	2	-15	12	15	13
CC1(C)CN(C2CCCCC2)C(=O)[C@H]1CC(=O)Nc1ccc(Br)cc1	.	.	-0.1	1	1	13	-3	-2
O=C(O)CC(c1cccc([N+](=O)[O-])c1)N1Cc2ccccc2C1=O (stereo unspecified)	0	.	0.0	-5	.	30	4	-3
C=CCn1c(C)c(/C=C/c2cc[n+](C)cc2)c2ccccc21	8	0	6.2	16	-112	22	.	-20
CC(=O)Nc1ccc(S(=O)(=O)N2CCN(c3cc(C(F)(F)F)ccn3)CC2)cc1	-1	.	0.1	.	.	-12	.	1
COc1ccc(S(=O)(=O)N(C)C[C@H]2Oc3ccc(NC(=O)Nc4ccc5c(c4)OCO5)cc3C(=O)N([C@H](C)CO)C[C@H]2C)cc1	8	4	0.3	2	.	12	-6	-19
CCN(C(=O)COC(=O)/C=C/c1ccccc1[N+](=O)[O-])C1CCS(=O)(=O)C1 (stereo unspecified)	.	.	-0.1	5	.	-8	5	-2
Cc1ccc2[nH]c(C(=O)N/N=C/c3ccc([N+](=O)[O-])cc3)c(C)c2c1	-5	5	0.3	-2	-20	2	0	-2
CCOCCCNC(=O)c1ccc2c(c1)N(CC)C(=O)c1ccccc1S2=O (stereo unspecified)	-2	1	0.2	-4	-8	9	.	5
C[C@@H]1CN([C@H](C)CO)C(=O)c2cc(NC(=O)Cc3ccccc3)ccc2O[C@H]1CN(C)Cc1ccc(C(=O)O)cc1	-3	-4	0.0	0	-11	5	2	6
